Screening results as filed in PubChem BioAssay.
OX1R antag-1: OX1R (human) antagonism; O43613; OX1R-expressing cells, FRET antagonist read-out; inhibition, % at 6.6 µM; 330,000 compounds, 1.8% hits; AID 485270; in the data active = inhibition mostly above about 38%, no sharp cut-off; inactive = mostly below about 40%;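 note: 0% = agonist challenge alone and 100% = reference antagonist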
Target sequence (O43613 whole entry, looked up): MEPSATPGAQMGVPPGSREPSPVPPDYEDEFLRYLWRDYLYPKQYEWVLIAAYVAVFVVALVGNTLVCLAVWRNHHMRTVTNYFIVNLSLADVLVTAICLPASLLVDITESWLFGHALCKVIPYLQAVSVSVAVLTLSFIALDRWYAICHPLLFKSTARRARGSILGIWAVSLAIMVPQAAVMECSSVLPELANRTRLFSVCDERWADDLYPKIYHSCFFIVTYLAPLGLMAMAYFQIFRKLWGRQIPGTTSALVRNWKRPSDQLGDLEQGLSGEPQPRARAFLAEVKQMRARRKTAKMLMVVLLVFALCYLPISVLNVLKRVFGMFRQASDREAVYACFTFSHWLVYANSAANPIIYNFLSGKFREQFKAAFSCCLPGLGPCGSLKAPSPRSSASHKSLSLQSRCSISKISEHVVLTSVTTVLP
OX1R antag-2: antagonists of human orexin 1 receptor | O43613 | CHO/OX1R cells, Fluo-8 calcium fluorescence, orexin A | inhibition, % at 5 µM | 330,000 compounds, 0.43% hits | AID 434989;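 active = inhibition above its plate's threshold, mean inhibition of all tested compounds on the plate plus 3 SD, cut at about 37% in these data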;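 note: 0% = orexin A challenge wells and 100% = SB-334867-A antagonist wells; not every result past the cut was called active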
CHT PAM: allosterically activates the human high affinity choline transporter. Q9GZV3. CHT-expressing cells, membrane potential dye, choline EC20; hits give high values; LV-AA mutant CHT in HEK293 cells. B-score at 10 µM. 310,000 compounds, 0.49% hits;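 active = initial fluorescence not abnormally high and integrated response B-score, plate-corrected, over 3 SD above library mean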
Target sequence (Q9GZV3 whole entry, looked up): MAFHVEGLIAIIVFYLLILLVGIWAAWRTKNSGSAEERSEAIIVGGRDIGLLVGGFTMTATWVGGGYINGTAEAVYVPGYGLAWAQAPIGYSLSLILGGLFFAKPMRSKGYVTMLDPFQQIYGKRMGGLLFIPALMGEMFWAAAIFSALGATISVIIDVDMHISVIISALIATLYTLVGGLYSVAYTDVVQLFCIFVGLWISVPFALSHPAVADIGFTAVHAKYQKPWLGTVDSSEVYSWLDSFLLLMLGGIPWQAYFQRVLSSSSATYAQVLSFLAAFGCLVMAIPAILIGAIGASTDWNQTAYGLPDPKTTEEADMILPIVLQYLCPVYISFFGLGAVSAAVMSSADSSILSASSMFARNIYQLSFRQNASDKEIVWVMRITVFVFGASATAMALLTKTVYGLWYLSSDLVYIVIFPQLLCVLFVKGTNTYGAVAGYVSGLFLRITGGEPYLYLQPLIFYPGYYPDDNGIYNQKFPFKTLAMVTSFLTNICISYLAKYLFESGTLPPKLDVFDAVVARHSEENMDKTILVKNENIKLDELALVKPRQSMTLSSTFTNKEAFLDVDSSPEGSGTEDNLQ
* hit, by the source's call.

Results for CCCCn1c(=O)[nH]c2nc3cc(N)ccc3nc2c1=O ?
OX1R antag-1: 39; OX1R antag-2: 61*; CHT PAM: inactive

How did O=C1c2ccccc2C(Nc2cccc(C(F)(F)F)c2)N1Cc1ccco1 (centres undefined) do in these assays?
OX1R antag-1: 33; OX1R antag-2: 1; CHT PAM: inactive

What do the screens show for `Cc1ncc(CO)c2c1Oc1nc(-c3ccccc3)nc(SCC(=O)N(C)c3ccccc3)c1C2`?
OX1R antag-1: 16; OX1R antag-2: 7; CHT PAM: inactive

What do the screens show for `O=S(=O)(c1ccc(NC(=S)N/N=C/c2c3ccccc3cc3ccccc23)cc1)N1CCOCC1`?
OX1R antag-1: 19; OX1R antag-2: -7; CHT PAM: inactive

Results for O=C1CCCc2c1cc(C(=O)Nc1ccc(Cl)cn1)c(=O)n2-c1ccccc1 ?
OX1R antag-1: 21; OX1R antag-2: -21; CHT PAM: inactive

What do the screens show for `COc1ccc(CCNC(=O)C2c3ccccc3C(=O)N2CCC(C)C)cc1OC` (centres undefined)?
OX1R antag-1: 23; OX1R antag-2: -21; CHT PAM: inactive

How did COc1cccc(CN2CC(C(=O)N3CCN(c4ccc(Cl)cc4)CC3)CCC2=O)c1 (centres undefined) do in these assays?
OX1R antag-1: 17; OX1R antag-2: -24; CHT PAM: inactive

Results for Cc1cc(OC(C)C)c2c(-c3ccccc3)cc(=O)oc2c1 ?
OX1R antag-1: 9; OX1R antag-2: -13; CHT PAM: inactive

Results for COc1ccc(CCNC2=NCCS2)cc1OC ?
OX1R antag-1: -4; OX1R antag-2: -9; CHT PAM: inactive

What do the screens show for `CCC(Sc1ncnc2c1nnn2-c1ccc(F)cc1)C(=O)OC` (centres undefined)?
OX1R antag-1: 16; OX1R antag-2: 12; CHT PAM: inactive

What do the screens show for `CCC(CC)c1nnc(NC(=O)CS(=O)(=O)Cc2ccccc2)s1`?
OX1R antag-1: 22; OX1R antag-2: -17; CHT PAM: inactive

Results for O=C(COc1ccc(Cl)cc1Cl)N(c1ccccn1)C1CCCCC1 ?
OX1R antag-1: 16; OX1R antag-2: -33; CHT PAM: inactive

How did CC1CCc2c(sc(NC(=O)c3ccccc3C(=O)O)c2C#N)C1 (centres undefined) do in these assays?
OX1R antag-1: 18; OX1R antag-2: -16; CHT PAM: inactive

What do the screens show for `CC(C)CC(NC(N)=O)C(=O)NCc1ccc(Cl)cc1` (centres undefined)?
OX1R antag-1: 8; OX1R antag-2: -17; CHT PAM: inactive

How did Cc1cc(OC(C)C(=O)NCC2CCC(C(=O)O)CC2)c2c(C)cc(=O)oc2c1 (centres undefined) do in these assays?
OX1R antag-1: 10; OX1R antag-2: -7; CHT PAM: inactive

By substructure: the compounds so far containing sulfur (six)
What do the screens show for `Cc1ncc(CO)c2c1Oc1nc(-c3ccccc3)nc(SCC(=O)N(C)c3ccccc3)c1C2`?
OX1R antag-1: 16; OX1R antag-2: 7; CHT PAM: inactive

What do the screens show for `O=S(=O)(c1ccc(NC(=S)N/N=C/c2c3ccccc3cc3ccccc23)cc1)N1CCOCC1`?
OX1R antag-1: 19; OX1R antag-2: -7; CHT PAM: inactive

Results for COc1ccc(CCNC2=NCCS2)cc1OC ?
OX1R antag-1: -4; OX1R antag-2: -9; CHT PAM: inactive

What do the screens show for `CCC(Sc1ncnc2c1nnn2-c1ccc(F)cc1)C(=O)OC` (centres undefined)?
OX1R antag-1: 16; OX1R antag-2: 12; CHT PAM: inactive

What do the screens show for `CCC(CC)c1nnc(NC(=O)CS(=O)(=O)Cc2ccccc2)s1`?
OX1R antag-1: 22; OX1R antag-2: -17; CHT PAM: inactive

How did CC1CCc2c(sc(NC(=O)c3ccccc3C(=O)O)c2C#N)C1 (centres undefined) do in these assays?
OX1R antag-1: 18; OX1R antag-2: -16; CHT PAM: inactive

Back to the main list, starting two compounds before the break.
What do the screens show for `CC(C)CC(NC(N)=O)C(=O)NCc1ccc(Cl)cc1` (centres undefined)?
OX1R antag-1: 8; OX1R antag-2: -17; CHT PAM: inactive

How did Cc1cc(OC(C)C(=O)NCC2CCC(C(=O)O)CC2)c2c(C)cc(=O)oc2c1 (centres undefined) do in these assays?
OX1R antag-1: 10; OX1R antag-2: -7; CHT PAM: inactive

What do the screens show for `COc1ccc(/C=N/NC(=O)c2[nH]nc3c2CCc2ccccc2-3)cc1OC`?
OX1R antag-1: 10; OX1R antag-2: -31; CHT PAM: inactive

Results for COc1ccc(NS(=O)(=O)c2cccc(NC(=O)CCS(=O)(=O)c3ccccc3)c2)cc1 ?
OX1R antag-1: 15; OX1R antag-2: -10; CHT PAM: inactive

Results for CC(C)[C@H](NC(=O)C1CCN(S(=O)(=O)c2ccccc2)CC1)C(=O)NCc1ccco1 ?
OX1R antag-1: 15; OX1R antag-2: -21; CHT PAM: inactive

Results for Cc1cc(NC(=O)c2cc(-c3ccc(O)cc3)on2)no1 ?
OX1R antag-1: 17; OX1R antag-2: -18; CHT PAM: inactive

Results for CCN(CC(=O)Nc1c(F)cccc1F)C(=O)c1ccc2ncsc2c1 ?
OX1R antag-1: 13; OX1R antag-2: 3; CHT PAM: inactive

What do the screens show for `COc1ccc([N+](=O)[O-])cc1NC(=O)C(C)OC(=O)CSC(C)C(=O)Nc1cc(C)on1` (centres undefined)?
OX1R antag-1: 22; OX1R antag-2: -22; CHT PAM: inactive

How did C=CCNC(=O)CN(Cc1ccccc1)S(=O)(=O)c1ccc(C)cc1 do in these assays?
OX1R antag-1: 3; OX1R antag-2: -24; CHT PAM: inactive

Results for Cc1ccc(-c2nc3sc4c(N)ncnc4c3c3c2CCCC3)cc1 ?
OX1R antag-1: 6; OX1R antag-2: -37; CHT PAM: inactive

What do the screens show for `O=c1oc2ccccc2c(N2CCOCC2)c1[N+](=O)[O-]`?
OX1R antag-1: 12; OX1R antag-2: -12; CHT PAM: inactive

What do the screens show for `O=C(Nc1ccon1)c1ccc(Cl)c(S(=O)(=O)N2CCCCC2)c1`?
OX1R antag-1: 8; OX1R antag-2: -22; CHT PAM: inactive

What do the screens show for `Cc1cc(C)n(C(=O)c2ccc(S(=O)(=O)NCC3CCCO3)cc2)n1` (centres undefined)?
OX1R antag-1: 12; OX1R antag-2: -7; CHT PAM: inactive

Results for CCOc1cc(C(=O)OC(C)C(=O)Nc2ccc(NC(C)=O)cc2)ccc1OCC(=O)N1CCCCC1 (centres undefined) ?
OX1R antag-1: 11; OX1R antag-2: 3; CHT PAM: inactive

Results for CCCNC(=S)N1CCN(Cc2ccc3c(c2)OCO3)CC1 ?
OX1R antag-1: 19; OX1R antag-2: -7; CHT PAM: inactive

How did CCCN1CCC(=O)N([C@H](CSc2ccccc2)c2ccccc2)CC1 do in these assays?
OX1R antag-1: 16; OX1R antag-2: -35; CHT PAM: inactive

What do the screens show for `Cc1cc(C)n2nc(C(=O)OC(C)C(=O)c3ccccc3)nc2n1` (centres undefined)?
OX1R antag-1: 3; OX1R antag-2: -9; CHT PAM: inactive

What do the screens show for `COc1ccc(S(=O)(=O)Cc2ccc(C(=O)N3CCN(C(=O)c4ccco4)CC3)o2)cc1`?
OX1R antag-1: 13; OX1R antag-2: -30; CHT PAM: inactive

How did CC(C)Cc1nc(N2CCN(C(=O)C(C)C)CC2)c(C#N)c2c1CCC2 do in these assays?
OX1R antag-1: 19; OX1R antag-2: -43; CHT PAM: inactive

What do the screens show for `COc1cccc(NC(=O)C(Sc2nc3ccccc3c(=O)n2CC(C)C)c2ccccc2)c1` (centres undefined)?
OX1R antag-1: 13; OX1R antag-2: -27; CHT PAM: inactive

Results for O=C(Cn1ncc2c3ccccc3n(Cc3ccccc3)c2c1=O)N1CCN(c2ncccn2)CC1 ?
OX1R antag-1: 17; OX1R antag-2: -32; CHT PAM: inactive

Results for O=C(NCc1ccco1)C1CCCN(S(=O)(=O)c2cc(Cl)ccc2Cl)C1 (centres undefined) ?
OX1R antag-1: 25; OX1R antag-2: -25; CHT PAM: inactive

What do the screens show for `c1ccc2c(c1)CC(N1CCCCC1)c1ccccc1N2` (centres undefined)?
OX1R antag-1: 8; OX1R antag-2: -1; CHT PAM: inactive

How did C/C(=N/NC(=O)c1ccccn1)c1c[nH]c2ccccc12 do in these assays?
OX1R antag-1: -2; OX1R antag-2: -20; CHT PAM: inactive

What do the screens show for `c1cn2c(NC3CCCCC3)c(-c3ccc(SC4CCCCC4)cc3)nc2cn1`?
OX1R antag-1: 25; OX1R antag-2: -17; CHT PAM: inactive

How did Cc1ccc(NC(=O)c2ccc3c(=O)n4c(nc3c2)CCCCC4)nc1 do in these assays?
OX1R antag-1: 6; OX1R antag-2: -11; CHT PAM: inactive

What do the screens show for `CCOc1ncccc1C(=O)NCC(c1ccccc1)N(C)C` (centres undefined)?
OX1R antag-1: 9; OX1R antag-2: -15; CHT PAM: inactive

What do the screens show for `CCC(=O)c1ccc(OCC(=O)Nc2ccc3nc(C)sc3c2)cc1`?
OX1R antag-1: 9; OX1R antag-2: -10; CHT PAM: inactive

Results for O=C(COC(=O)/C=C/c1ccccc1[N+](=O)[O-])Nc1ccc(S(=O)(=O)N2CCOCC2)cc1 ?
OX1R antag-1: 15; OX1R antag-2: -6

Results for CCc1ccccc1NC(=S)NNC(=O)c1ccccc1Cl ?
OX1R antag-1: 9; OX1R antag-2: -13; CHT PAM: inactive

Results for O=C(COc1ccccc1)NNc1nc2c(F)cccc2s1 ?
OX1R antag-1: 5; OX1R antag-2: -29; CHT PAM: inactive

What do the screens show for `COc1ccc(N(C(=O)/C=C/C(=O)Nc2cc(C)on2)C(C(=O)NC2CCCC2)c2ccccc2C)cc1` (centres undefined)?
OX1R antag-1: 11; OX1R antag-2: -36; CHT PAM: inactive

How did O=C(NCCc1nc2ccccc2[nH]1)/C(=C/c1ccc(F)cc1)NC(=O)c1ccco1 do in these assays?
OX1R antag-1: 8; OX1R antag-2: 2; CHT PAM: inactive

How did CCCN(CCC)CCNC(=O)c1cc2c(-c3ccc(Cl)cc3)nn(C)c2s1 do in these assays?
OX1R antag-1: 19; OX1R antag-2: -22; CHT PAM: inactive

Results for O=S(=O)(c1ccc(NC2CCCc3ccccc32)nc1)N1CCOCC1 (centres undefined) ?
OX1R antag-1: 10; OX1R antag-2: -27; CHT PAM: inactive

What do the screens show for `Cc1noc(C)c1COc1ccc(C(=O)OCC(=O)N2c3ccccc3NC(=O)C2(C)C)cc1`?
OX1R antag-1: 16; OX1R antag-2: 29; CHT PAM: inactive

How did COc1cccc(CNC(=O)C2CCN(S(=O)(=O)c3ccc4c(c3)CCC(=O)N4)CC2)c1 do in these assays?
OX1R antag-1: 8; OX1R antag-2: -21; CHT PAM: inactive

How did CCO[C@H]1OC(C(=O)N2CCOCC2)=C[C@@H](c2ccc(C(F)(F)F)cc2)[C@@H]1CCCO do in these assays?
OX1R antag-1: 12; OX1R antag-2: -23; CHT PAM: inactive

How did COc1ccc2nc(SCC(=O)NC3CCCCC3C)[nH]c2c1 (centres undefined) do in these assays?
OX1R antag-1: 5; OX1R antag-2: -25

How did CCCn1c(=O)n(CC(=O)NCC2CCCO2)c(=O)c2c3c(sc21)COC(C)(C)C3 (centres undefined) do in these assays?
OX1R antag-1: 23; OX1R antag-2: -5; CHT PAM: inactive

What do the screens show for `CCO[C@@H]1OC(C(N)=O)=C[C@H](C2CCCCC2)[C@H]1CCCO`?
OX1R antag-1: 5; OX1R antag-2: -7; CHT PAM: inactive

How did COC(=O)[C@@H]1Cc2c([nH]c3ccccc23)C(C)N1C(=O)c1ccccc1 (some centres undefined) do in these assays?
OX1R antag-1: 8; OX1R antag-2: -13; CHT PAM: inactive

How did CC(C)[C@H](N)C(=O)NC[C@H]1CC[C@H](C(=O)N[C@@H](Cc2ccccc2)C(=O)O)CC1 do in these assays?
OX1R antag-1: 3; OX1R antag-2: -15; CHT PAM: inactive

What do the screens show for `CCOC(=O)c1c(-c2cccs2)csc1NC(=O)C(C)(C)C`?
OX1R antag-1: 8; OX1R antag-2: -28; CHT PAM: inactive

What do the screens show for `O=C(CSc1nc2c(sc3ccccc32)c(=O)n1Cc1ccccc1)NCC1CCCO1` (centres undefined)?
OX1R antag-1: 11; OX1R antag-2: -13; CHT PAM: inactive

How did CCOC(=O)C1=NN(c2cccc(Cl)c2)C2=NC(C)=C(C(=O)OC)C(c3cccs3)N12 (centres undefined) do in these assays?
OX1R antag-1: 6; OX1R antag-2: -9; CHT PAM: inactive

What do the screens show for `O=S(=O)(Nc1ccccc1)c1ccc(F)cc1`?
OX1R antag-1: 21; OX1R antag-2: -24; CHT PAM: inactive

How did COc1ccc(C2OC(=O)Cc3cc(OC)c(OC)cc32)cc1 (centres undefined) do in these assays?
OX1R antag-1: 10; OX1R antag-2: -15; CHT PAM: inactive

How did CCC(C)c1ccc(OCCn2cc(/C=N/NC(=O)CSc3nnc(C)s3)c3ccccc32)cc1 (centres undefined) do in these assays?
OX1R antag-1: 18; OX1R antag-2: -27; CHT PAM: inactive

Results for Cc1cccc(N(Cc2ccccc2)C(=O)C2CCN(C(=O)c3ccccc3C)CC2)c1 ?
OX1R antag-1: 2; OX1R antag-2: -6

Results for C=CCOc1cccc(/C=N/NC(=O)CC(=O)NC2CCCCC2)c1 ?
OX1R antag-1: 3; OX1R antag-2: -22; CHT PAM: inactive

Results for C=C1C2(C(=O)Nc3ccc(SC(F)F)cc3)CCC(C2)C1(C)C (centres undefined) ?
OX1R antag-1: 12; OX1R antag-2: -11; CHT PAM: inactive

What do the screens show for `N#Cc1cccc(NC(=O)c2cncn2-c2ccccc2)c1`?
OX1R antag-1: 9; OX1R antag-2: -11; CHT PAM: inactive

Results for O=C(C1=C[C@H](C2CC2)C[C@H](OCCCCO)O1)N1CCN(Cc2ccc3c(c2)OCO3)CC1 ?
OX1R antag-1: 11; OX1R antag-2: -19; CHT PAM: inactive

Results for CCCc1nc(SCC(=O)N2CCC(Cc3ccccc3)CC2)c2c(=O)n(C)c(=O)n(C)c2n1 ?
OX1R antag-1: 3; OX1R antag-2: -17; CHT PAM: inactive
